ADAM10 inh = human ADAM10 inhibitors, primary screen, biochemical, QFRET, HTS; recombinant ADAM10, EDANS/DABCYL FRET peptide cleavage, 3 h; 370,000 tested, 0.62% active; inhibition, % at 7 µM; Disintegrin and metalloproteinase domain-containing protein 10 (Homo sapiens), O14672;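 active = inhibition above a per-campaign cutoff equal to the mean of compounds falling between control-based bounds plus 3 SD, cut at about 20% in these data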;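 also: 0% = DMSO wells while the 100% control is not disclosed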
DDE Tn7 FP inh = inhibitors of Tn7 peptide binding to fibrin DD(E), primary screen, biochemical, fluorescence polarization, human fibrin, Tn7 probe. Fibrinogen beta chain (Homo sapiens), P02675. FP displacement of FITC-Tn7 peptide from fibrin DD(E); 0% = median of compound wells per plate. inhibition, % at 8.3 µM. 370,000 tested, 0.13% active;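 active = inhibition above the mean of compounds falling within the control limits plus 3 SD of them, cut at about 14% in these data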;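 also: 0% = plate median of compound wells and 100% = 10 µM Aha-Tn7 peptide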
Target sequence (P02675 whole entry, looked up): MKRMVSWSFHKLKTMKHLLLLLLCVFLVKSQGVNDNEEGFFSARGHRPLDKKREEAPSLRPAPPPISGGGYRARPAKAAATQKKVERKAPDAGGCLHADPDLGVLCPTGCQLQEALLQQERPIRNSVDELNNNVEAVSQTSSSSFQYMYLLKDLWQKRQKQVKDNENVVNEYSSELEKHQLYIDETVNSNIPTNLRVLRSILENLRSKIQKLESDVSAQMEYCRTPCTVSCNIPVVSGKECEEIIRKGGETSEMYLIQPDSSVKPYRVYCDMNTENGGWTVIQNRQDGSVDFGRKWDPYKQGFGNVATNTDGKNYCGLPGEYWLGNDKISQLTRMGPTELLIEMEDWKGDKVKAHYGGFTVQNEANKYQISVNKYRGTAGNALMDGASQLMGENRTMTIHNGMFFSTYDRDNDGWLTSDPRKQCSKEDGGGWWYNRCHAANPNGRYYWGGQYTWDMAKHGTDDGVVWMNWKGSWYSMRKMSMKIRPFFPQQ
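Test system: human clot-derived fibrin DD(E) complex / Quantity: 2 µM final DD(E) protein / Incubation: 10 min plus 3 h, room temperature / Measured by: fluorescence polarization / Benchmarks: high control of 10 µM Aha-Tn7 peptide / Replicates: singlicate testing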
KLK7 zymogen act = proKLK7 zymogen activators, primary screen, biochemical, fluorescence intensity. Kallikrein-7 (Homo sapiens), P49862. purified proKLK7, EDANS-DABCYL substrate fluorescence; 100% is mature enzyme control, 0% vehicle. activation, % at 7 µM. 370,000 tested, 0.9% active;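 active = activation above the mean of all tested compounds plus 3 SD, computed per campaign excluding outliers beyond control limits, cut at about 13% in these data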
Target sequence (P49862 whole entry, looked up): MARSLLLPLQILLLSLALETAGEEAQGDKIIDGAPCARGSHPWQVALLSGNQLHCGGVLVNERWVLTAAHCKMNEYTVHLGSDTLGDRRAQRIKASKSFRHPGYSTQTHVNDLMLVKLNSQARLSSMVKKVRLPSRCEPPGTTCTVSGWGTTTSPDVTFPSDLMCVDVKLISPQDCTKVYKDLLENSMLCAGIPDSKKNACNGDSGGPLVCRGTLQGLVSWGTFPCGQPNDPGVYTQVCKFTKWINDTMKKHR
TDP2 inh = human TDP2 enzyme inhibitors, primary screen, biochemical, epi absorbance, recombinant enzyme | T5PNP hydrolysis, p-nitrophenol absorbance 415 nm | inhibition, % at 12.8 µM | 370,000 tested, 0.34% active | Tyrosyl-DNA phosphodiesterase 2 (Homo sapiens), O95551;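 active = inhibition above the mean of all tested compounds plus 3 SD, set per campaign, cut at about 25% in these data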;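 also: 0% = DMSO with enzyme and 100% = buffer with substrate but no TDP2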
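System – recombinant human TDP2 · Quantity – TDP2 enzyme at 120 nM final · Doses – single concentration, 12.8 µM nominal, with 1% DMSO · Incubation – 2 h at 37 °C · Measured by – epi absorbance of p-nitrophenol freed from T5PNP by hydrolysis · Read-out – % inhibition relative to enzyme-containing and enzyme-free wells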
PLCg1 inh = PLC-gamma1 enzyme inhibitors, primary screen, biochemical, fluorescence, purified enzyme; inhibition, % at 12.2 µM; fluorogenic substrate; 1-phosphatidylinositol 4,5-bisphosphate phosphodiesterase gamma-1 (Homo sapiens), P19174; AID 720700, 2013; 370,000 tested, 0.84% active; in the data active = inhibition above about 9.5%
Tn6 DDE FP = inhibitors of Tn6 peptide binding to fibrin DD(E), primary screen, biochemical, fluorescence polarization, human fibrin, Tn6 probe | inhibition, % at 8.3 µM | Fibrin DD(E) TRITC-Tn6 fluorescence polarization displacement | 370,000 tested, 0.21% active | Fibrinogen beta chain (Homo sapiens), P02675;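 active = inhibition above a per-campaign cutoff: mean of compounds within control limits plus 3 SD, cut at about 15% in these data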;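 also: 0% = median of all compound wells on the plate and 100% = blocking peptide control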
ADAM17 inh = ADAM17 inhibitors, primary screen, biochemical, QFRET | Disintegrin and metalloproteinase domain-containing protein 17 (Homo sapiens), P78536 | recombinant ADAM17, EDANS/DABCYL FRET peptide cleavage | inhibition, % at 6.95 µM | 370,000 tested, 0.83% active;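 active = inhibition above the mean of compounds lying between control limits plus 3 SD, set per campaign, cut at about 8.5% in these data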;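 also: 0% = DMSO-only wells as the low control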
LEDGF integ inh = blockers of LEDGF/p75-dependent integrase strand transfer – biochemical, TR-FRET, high throughput, primary screen. TR-FRET IN-LEDGF/p75 DNA integration, Eu/Cy5. inhibition, % at 3.7 µM. 370,000 tested, 0.64% active. HIV-1 integrase (with human LEDGF/p75);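 active = inhibition above the screen-wide mean plus 3 SD, cut at about 13% in these data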;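 also: signal is the Cy5 over europium emission ratio at 671 and 618 nm; 0% = plate median of compound wells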
ASAP1 GAP inh = inhibitors of human ASAP1 ArfGAP activity, primary screen, biochemical, fluorescence polarization; inhibition, % at 16.5 µM; 360,000 tested, 0.19% active; Arf-GAP with SH3 domain, ANK repeat and PH domain-containing protein 1 (Homo sapiens), …; ASAP1-stimulated ARF1 GTP hydrolysis, GDP FP detection; in the data active = inhibition above about 25%;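 also: 0% = vehicle with enzyme and substrate and 100% = no enzyme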
ARFGAP1 inh = inhibitors of rat ARFGAP1 GAP activity, primary screen, biochemical, fluorescence polarization, GDP tracer; 360,000 tested, 0.26% active; Arfgap1-stimulated ARF1 GTP hydrolysis, GDP FP detection; inhibition, % at 16.5 µM;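 active = inhibition above a per-plate limit, mean inhibition of low control wells plus 3 SD, cut at about 25% in these data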;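 also: 0% = DMSO wells with enzyme and 100% = wells lacking Arfgap1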
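system = rat Arfgap1 catalytic domain, aa 1-136 | technique = FP, GDP Alexa 633 tracer displaced from anti-GDP antibody, 620/688 nm | compound = one concentration, 16.5 µM, DMSO 1.26% | medium = HEPES-based buffer, pH 7.5 | timing = compound-enzyme preincubation 20 min, reaction 120 min, detection 60 min, 25 °C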
* marks the source's active call; other numbers are inactive results; i = inactive.

SMILES	ADAM10 inh	DDE Tn7 FP inh	KLK7 zymogen act	TDP2 inh	PLCg1 inh	Tn6 DDE FP	ADAM17 inh	LEDGF integ inh	ASAP1 GAP inh	ARFGAP1 inh
CCN1c2ccccc2-c2nc3ccccc3n2C1c1cccnc1 (stereo not drawn)	i	5	10	2	-288	-11	-225	1	10	9
COc1ccc(OC)c(NC(=O)CSc2nnc(-c3cnccn3)n2C)c1	-1	3	0.2	-4	1	7	2	-2	-10	12
COc1ccc(-c2cn[nH]c2-c2ccc(OC)cc2O)cc1	10	11	-0.5	-5	5	2	-2	1	-1	-2
CCOC(=O)N1CCN(C(=S)Nc2ccc(C)cc2)CC1	-4	0	0.0	2	-2	4	-4	-3	-13	-1
COc1ccccc1CNS(=O)(=O)c1ccc2c(c1)NC(=O)CO2	3	-2	0.2	-18	4	8	-1	-2	0	10
Cc1cc(-c2ccc(Cl)s2)n[nH]1	10	-4	0.2	8	2	2	-2	-1	11	15
C=CCn1sc(N)c(C(=O)OCC)c1=S	11	1	0.1	1	2	-1	-2	-1	2	12
COc1ccc(N2CCN(C(=O)COC(=O)c3ccccc3OCc3ccc(F)cc3)CC2)cc1	-4	2	0.7	-10	1	-3	5	-4	-3	9
COc1ccccc1CNC(=O)C1CCN(S(=O)(=O)N2CC(C)CC(C)C2)CC1 (stereo not drawn)	-1	5	-0.1	2	1	5	-2	0	-10	-1
CC(=O)N(c1nnc(-c2ccc(C)cc2)s1)C1CCCC1	1	2	0.4	-3	0	-4	2	6	0	-9

Given comma-delimited: entries from further up
canonical_smiles,ADAM10 inh,DDE Tn7 FP inh,KLK7 zymogen act,TDP2 inh,PLCg1 inh,Tn6 DDE FP,ADAM17 inh,LEDGF integ inh,ASAP1 GAP inh,ARFGAP1 inh
COc1ccc(OC)c(NC(=O)CSc2nnc(-c3cnccn3)n2C)c1,-1,3,0.2,-4,1,7,2,-2,-10,12
COc1ccc(-c2cn[nH]c2-c2ccc(OC)cc2O)cc1,10,11,-0.5,-5,5,2,-2,1,-1,-2
CCOC(=O)N1CCN(C(=S)Nc2ccc(C)cc2)CC1,-4,0,0.0,2,-2,4,-4,-3,-13,-1
COc1ccccc1CNS(=O)(=O)c1ccc2c(c1)NC(=O)CO2,3,-2,0.2,-18,4,8,-1,-2,0,10
Cc1cc(-c2ccc(Cl)s2)n[nH]1,10,-4,0.2,8,2,2,-2,-1,11,15
C=CCn1sc(N)c(C(=O)OCC)c1=S,11,1,0.1,1,2,-1,-2,-1,2,12
COc1ccc(N2CCN(C(=O)COC(=O)c3ccccc3OCc3ccc(F)cc3)CC2)cc1,-4,2,0.7,-10,1,-3,5,-4,-3,9
COc1ccccc1CNC(=O)C1CCN(S(=O)(=O)N2CC(C)CC(C)C2)CC1 (stereo not drawn),-1,5,-0.1,2,1,5,-2,0,-10,-1
CC(=O)N(c1nnc(-c2ccc(C)cc2)s1)C1CCCC1,1,2,0.4,-3,0,-4,2,6,0,-9

(continued)
SMILES	ADAM10 inh	DDE Tn7 FP inh	KLK7 zymogen act	TDP2 inh	PLCg1 inh	Tn6 DDE FP	ADAM17 inh	LEDGF integ inh	ASAP1 GAP inh	ARFGAP1 inh
CC(=O)NC(CC(=O)NCC(=O)Nc1ccc(F)c(F)c1)c1ccccc1 (stereo not drawn)	2	0	0.5	-4	0	1	-3	-2	-3	-2
CCN1C(=O)[C@H]2[C@@H](c3ccc(-c4ccc5c(c4)OCO5)c(OC)c3)N[C@@](Cc3ccccc3)(C(=O)OC)[C@H]2C1=O	-11	1	-0.3	-3	-11	6	-6	-2	8	19
CCn1cc(C(=O)N2CCCC(N3CCN(c4cccc(C(F)(F)F)c4)CC3)C2)cn1 (stereo not drawn)	-2	-8	0.0	10	5	1	-2	0	6	-8
Cn1c(=O)c2c(nc(SCc3ccccc3F)n2C)n(C)c1=O	2	1	0.2	0	-1	9	-3	0	-10	4
CN1CCN(S(=O)(=O)c2ccc(SCCOc3ccc(Cl)cc3)nc2)CC1	-23	2	0.7	-12	-2	-5	0	-7	7	5
Cc1ccc2nc(NC(=O)c3ccc(-c4nc5ccccc5s4)s3)sc2c1	-3	1	-0.4	-10	-6	9	-2	0	0	-5
CN(C)C(=O)c1cc([N+](=O)[O-])cc([N+](=O)[O-])c1N(C)C	3	-4	0.2	8	0	-10	0	-5	-4	6
O=C(C[C@@H]1C/C=C\CCCC(=O)OC[C@@H]2CCCN2C1=O)N[C@H](CO)Cc1ccccc1	-1	-2	0.0	-2	-1	-6	-1	0	10	7
Cc1cccc(NC(=O)NCc2ccc3c(c2)OCO3)c1C	-6	-2	-0.2	5	5	4	2	-3	-14	-4
O=C(CN1CCN(S(=O)(=O)c2ccc(F)c(F)c2)CC1)Nc1ccccc1C(=O)NC1CC1	-11	-5	-0.2	-4	0	0	0	-2	-1	11
CC(C)c1ccc(C(C(=O)NC2CCCC2)N(C(=O)CNC(=O)c2ccco2)c2cccnc2)cc1 (stereo not drawn)	0	-4	0.1	7	0	8	-4	-2	3	12
CCC(C)NCC(=O)Nc1sc2c(c1C(N)=O)CCC2 (stereo not drawn)	-5	-3	-0.5	-8	-8	2	0	-2	8	9
